Screens (PubChem)
Pol kappa inh: inhibitors of human DNA polymerase kappa | purified Pol kappa, fluorescent DNA synthesis assay, 10 min | Potency, µM (top dose mostly 107 µM), without a hit: at the highest dose activity, negative = inhibition, most hits filed as inhibitors | actives 0.53% (n = 400,000) | AID 588579; also: potency is read from the fitted curve at half-maximal effect; % is scaled to controls: 0 for no effect and ±100 for the full control effect
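Activity was followed as the change in fluorescence between reads at 0 and 10 min after starting the reaction with 50 nM substrate. Beforehand, 10 nM polymerase had been preincubated with compound for 15 min at room temperature.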
ERG Ets-DNA blk: inhibitors of human ERG Ets domain-DNA interaction. P11308. fluorescence polarization, His-ERG Ets domain / labelled DNA. Potency, µM (highest dose often 76.9 µM), inactives show top-dose FP activity, negative = inhibition, usual class: inhibitors. actives 0.028% (n = 370,000); active = well fitted inhibition curve with a large enough effect in the polarisation, with a control signal flat; inconclusive = small, poorly fitted or top-dose-only effect, or effect the other way, or a change in a side signal; inactive = no such curve, though single readings can be large or run the other way; the % refers to the polarisation;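 also: polarization taken with two DNA probes labelled with fluorescein and Texas red; potency is read from the fitted curve at half-maximal effect; % of control where 0% means no effect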
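His-tagged ERG Ets domain (1 uM in the protein solution; 300mM KCl, 50mM Tris-HCl, 1mM EDTA, 1mM DTT, pH 7.5) received compound, then a probe mix of 5 nM fluorescein-DNA and 100nM Texas-615-DNA. Fluorescence polarization was read for both dyes.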
APE1 inh: inhibitors of human APE1 endonuclease; recombinant APE1, TAMRA/BHQ-2 abasic DNA cleavage fluorescence; Potency, µM (series often up to 65.8 µM), for the others: at the top dose activity change, negative = inhibition, most hits filed as inhibitors; actives 0.35% (n = 350,000); P27695;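 also: potency is read from the fitted curve at half-maximal effect; plate controls were vehicle for no effect and reference inhibitor for full effect; nearly all actives have a fitted effect of over 55% in size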
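Readout is kinetic fluorescence (ex 525, em 598 nm) from cleavage of 50 nM TAMRA/BHQ-2 THF abasic duplex by 0.75 nM APE1, compound added 15 min beforehand at RT.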
Apoferritin bind: candidate novel general anesthetic via apoferritin binding. actives 0.074% (n = 350,000). AID 485281. Potency, µM (highest dose often 77.5 µM), for inactives: at the highest dose activity change, negative = displacement, actives largely listed as inhibitors. P02791. apoferritin/1-aminoanthracene competitive binding, fluorescence; also: potency is read from the fitted curve at half-maximal effect; % is scaled to controls: 0 for no effect and ±100 for the full control effect; nearly all actives have a fitted effect of over 20% in size
Target sequence (P02791 2-175 limits assumed): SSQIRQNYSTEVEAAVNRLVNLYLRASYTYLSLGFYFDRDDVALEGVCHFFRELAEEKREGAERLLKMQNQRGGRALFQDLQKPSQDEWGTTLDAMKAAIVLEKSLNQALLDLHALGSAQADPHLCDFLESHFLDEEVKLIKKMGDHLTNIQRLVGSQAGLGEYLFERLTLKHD
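Horse-spleen apoferritin (10 uM) was mixed with 50% saturated 1-aminoanthracene in PBS, exposed to compounds for 10 min at room temperature, and read for fluorescence (ex 380 nm, em 535 nm). Competitive displacement was fitted with a four-parameter Hill equation.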
BLM inh: inhibitors of human Bloom syndrome helicase BLM; P54132; recombinant BLM DNA unwinding, fluorescence dequenching; Potency, µM (titrated, usually from 56.1 µM), for inactives: top-dose activity change, negative = inhibition, usual class: inhibitors; actives 0.2% (n = 350,000); AID 2528;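 also: potency is read from the fitted curve at half-maximal effect; plate controls were vehicle for no effect and no enzyme for full effect; nearly all actives have a fitted effect of over 35% in size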
Pol beta inh: inhibitors of human DNA polymerase beta. Pol beta primer extension/strand displacement, fluorescence kinetic. P06746. actives 1.3% (n = 340,000). AID 485314. Potency, µM (series often up to 114 µM), without a hit: at the top dose activity change, negative = inhibition, most hits filed as inhibitors; also: potency is read from the fitted curve at half-maximal effect; % is scaled to controls: 0 for no effect and ±100 for the full control effect
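Kinetic readout of DNA synthesis with strand displacement by Pol beta. Compound and 10 nM enzyme sit 15 min at room temperature; 50 nM substrate starts the reaction, read immediately and at 10 min.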
TRHR agonist: TRH receptor (human) agonism. AID 493084. TRHR cells, calcium flux fluo-8, FDSS agonist mode. actives 0.18% (n = 360,000). P34981. activation, % at 2 µM; in the data active = activation above about 30%; also: 0% is about no effect
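TRHR-expressing cells loaded with fluo-8 calcium dye; 23 nL library compound pin-transferred, kinetic FDSS fluorescence (Ex 480/Em 530) recorded about 180 s for agonist-induced calcium release, before a 10 nM TRH EC20 addition for potentiator mode.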
ALOX12 inh: inhibitors of human 12S-lipoxygenase ALOX12; Potency, µM (highest dose often 108 µM), inactives show at the highest dose activity change, negative = inhibition, actives largely listed as inhibitors; P18054; purified 12hLO, xylenol orange hydroperoxide absorbance; actives 1.1% (n = 580,000); also: potency is read from the fitted curve at half-maximal effect; % is scaled to controls: 0 for no effect and ±100 for the full control effect
Target sequence (P18054 whole entry, looked up): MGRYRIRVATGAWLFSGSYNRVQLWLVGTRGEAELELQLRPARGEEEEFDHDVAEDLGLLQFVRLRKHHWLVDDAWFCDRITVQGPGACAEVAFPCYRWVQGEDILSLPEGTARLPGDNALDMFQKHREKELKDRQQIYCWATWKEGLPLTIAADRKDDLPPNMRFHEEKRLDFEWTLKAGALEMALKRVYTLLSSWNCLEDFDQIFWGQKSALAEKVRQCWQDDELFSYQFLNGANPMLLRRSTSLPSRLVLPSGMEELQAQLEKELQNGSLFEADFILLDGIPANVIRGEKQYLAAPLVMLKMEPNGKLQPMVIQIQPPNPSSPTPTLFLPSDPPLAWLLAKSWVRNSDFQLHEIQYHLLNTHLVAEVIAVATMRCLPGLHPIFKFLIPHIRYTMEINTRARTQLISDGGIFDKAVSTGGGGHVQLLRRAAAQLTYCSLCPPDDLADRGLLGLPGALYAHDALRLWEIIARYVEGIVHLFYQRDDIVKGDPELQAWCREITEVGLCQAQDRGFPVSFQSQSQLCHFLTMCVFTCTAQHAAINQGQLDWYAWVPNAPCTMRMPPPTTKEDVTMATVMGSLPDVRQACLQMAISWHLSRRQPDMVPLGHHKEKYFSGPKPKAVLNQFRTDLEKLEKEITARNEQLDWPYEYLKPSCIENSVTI
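Purified human 12hLO (150 nM final) in 25 mM Hepes, 0.01% Triton X-100, pH 7.0 was preincubated 15 min at room temperature with compound. Then 40 uM arachidonic acid was added, 30 min. Hydroperoxide was read by Fe-XO absorbance ratio 573/405 nm.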
Pol iota inh: DNA polymerase iota (human) inhibition | Pol iota fluorescent replication assay, 10 min | Potency, µM (highest dose often 115 µM), for the others: top-dose activity, negative = inhibition, actives largely listed as inhibitors | actives 1% (n = 390,000) | AID 588590; also: potency is read from the fitted curve at half-maximal effect
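Fluorescent replication assay read twice, at 0 min and 10 min after adding 50 nM (final) substrate. Enzyme (10 nM) and compounds were first incubated 15 min at room temperature; enzyme-free buffer wells were negative controls.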
* = called active by the depositor; i = inactive; ? = inconclusive; . = not tested or not shown; & = joins results of further samples; [ ] = another dose, or the depositor's remark. Unless noted, calls follow the shape of the dose curve; as a rule, active = well fitted curve in the direction sought with a large enough effect; inconclusive = small, poorly fitted or top-dose-only effect, or another doubt; inactive = no such curve, though single readings can be large; an effect the other way counts as inactive or inconclusive. Only part of the results is shown; rates above refer to the full screens.

SMILES	Pol kappa inh	ERG Ets-DNA blk	APE1 inh	Apoferritin bind	BLM inh	Pol beta inh	TRHR agonist	ALOX12 inh	Pol iota inh
CCC(CC)C(=O)N1CCCC(c2nc(-c3cccs3)no2)C1 (stereo not given)	-3%	6%	2%	-11%	1%	0%	0.1	0%	9%
O=C(CSc1ncnc2nc[nH]c12)c1ccc(Cl)cc1	-27%	0%	-7%	-20%	-1%	15%	-0.5	?	?
CN(C)c1ccc(C(=O)N2CCCC(N3CCN(Cc4ccc5c(c4)OCO5)CC3)C2)cc1 (stereo not given)	-18%	9%	3%	-7%	-9%	31%	-0.5	-8%	17%
O=C(CN1C(=O)C(=O)N(C2CCCC2)C1=O)Nc1ccccc1OC(F)F	-22%	-8%	26%	.	.	.	.	6%	4%
O=C(CS(=O)(=O)c1cn(Cc2cccc(F)c2)c2ccccc12)N1CCOCC1	1%	4%	0%	-12%	2%	11%	-1.7	0%	21%
O=C(COC(=O)CNC(=O)c1cccc([N+](=O)[O-])c1)Nc1ccccc1OC(F)F	-4%	5%	-1%	-13%	-8%	1%	-0.6	0%	10%
CCOC(=O)N1CCN(C(=O)c2cccn3c(=O)c4c5c(sc4nc23)CCCC5)CC1	15%	-8%	0%	6%	-9%	19%	-0.2	-11%	-21%
COc1cc(/C=C/C(O)=C/C(=O)/C=C/c2ccc(O)cc2)ccc1O	-3%	159%[activator]	-5%	.	.	.	104*	13µM*	?
C=CCn1c(-c2ccc(F)cc2)n[nH]c1=S	3%	7%	9%	1%	-4%	3%	0.1	?	152%[activator]
O=C(Cn1c(=O)nc(-c2ccccc2)c2cc(Cl)ccc21)N1CCN(c2ccc(F)cc2)CC1	1%[60.1 µM]	7%	.	38%[activator]	-1%	-1%	-0.1	-27%	10%
CCN(C(=O)CN1CCN(c2ccccc2O)CC1)c1c(N)n(Cc2ccccc2)c(=O)[nH]c1=O	1%	-7%	-14%	-11%	-1%	19%	-0.7	157%[activator]	?
CCO[C@H]1OC(C(=O)NC2CC2)=C[C@@H](c2ccccc2)[C@@H]1CCCO	-18%	-4%	1%	-16%	-1%	-1%	-0.6	-6%	10%

Ordered by formula weight (smallest number first): four of the compounds above
SMILES	Pol kappa inh	ERG Ets-DNA blk	APE1 inh	Apoferritin bind	BLM inh	Pol beta inh	TRHR agonist	ALOX12 inh	Pol iota inh
O=C(CSc1ncnc2nc[nH]c12)c1ccc(Cl)cc1	-27%	0%	-7%	-20%	-1%	15%	-0.5	?	?
CCC(CC)C(=O)N1CCCC(c2nc(-c3cccs3)no2)C1 (stereo not given)	-3%	6%	2%	-11%	1%	0%	0.1	0%	9%
COc1cc(/C=C/C(O)=C/C(=O)/C=C/c2ccc(O)cc2)ccc1O	-3%	159%[activator]	-5%	.	.	.	104*	13µM*	?
O=C(CN1C(=O)C(=O)N(C2CCCC2)C1=O)Nc1ccccc1OC(F)F	-22%	-8%	26%	.	.	.	.	6%	4%

Further compounds:
SMILES	Pol kappa inh	ERG Ets-DNA blk	APE1 inh	Apoferritin bind	BLM inh	Pol beta inh	TRHR agonist	ALOX12 inh	Pol iota inh
Cc1ccc(Sc2ncccc2C(=O)O)cc1	-6%	-9%	7%	-2%	-6%	0%	0.0	-12%	4%
CCCCCC1CCC(c2n[nH]c(=S)n2C)CC1 (stereo not given)	-10%	-7%	0%	-16%	-4%	-3%	-2.0	?	44%[activator]
CC(C)c1nnc(NC(=O)CSc2ccccc2)s1	-13%	-11%	3%	?	-4%	-13%	-0.8	115%[activator]	-4%
Cc1cc(OC(=O)c2cccc(Br)c2)c([N+](=O)[O-])c(=O)[nH]1	-20%	6%	22%	-10%	-1%	10%	0.0	?	?
Cc1cc(C)nc(SCc2nnc(SCC(=O)Nc3ccc(Cl)c(C(F)(F)F)c3)o2)n1	-5%	.	-6%	-8%	-9%	1%	0.0	6%	15%
CC(=O)c1cccc(NC(=O)CN(C2CCCCC2)S(C)(=O)=O)c1	-7%	9%	2%	-12%	1%	3%	-0.3	0%	-8%
Cc1nn(Cc2noc(C(=O)NCc3cccc(F)c3)n2)c(C)c1Br	-1%	-2%	.	?	2%	-21%	-0.3	-2%	10%
O=C(Oc1ccc(Br)cc1)c1cccnc1	-4%	-31%	42%	5%	-1%	-20%	-0.7	?	107%[activator]
COc1ccc(C(C(=O)NC(C)(C)C)N(C[C@H]2CC[C@@H]([C@@H]3CC[C@H](CO)O3)O2)C(=O)c2ccccc2)cc1 (stereo not given in full)	-15%	-8%	-5%	.	.	.	.	6%	9%
CCCCC(=O)Nc1ccc2c(c1)nc1n2CCOC1	14%	8%	-1%	-9%	-3%	15%	0.0	0%	4%
O=C(Nc1ccc(Cl)cc1)N(CCCN1CCOCC1)Cc1cccs1	-16%	-4%	-2%	-15%	-1%	41%	-0.4	?	-6%
Cc1oc2ncn(CC(C)C)c(=O)c2c1C(=O)N(Cc1ccccc1)C(C)C	3%	3%	.	2%	-1%	16%	1.3	-5%	11%
CCOC(=O)C1CCN(CC(=O)N(CC(C)C)c2c(N)n(CC(C)C)c(=O)[nH]c2=O)CC1	10%	2%	-5%	-1%	-6%	10%	0.8	-4%	13%
CC(Nc1ccc(F)cc1)=[N+](C)CCNS(=O)(=O)c1ccc(Cl)cc1	-4%	0%	6%	-4%	-2%	36%[activator]	0.4	?	8%
CCc1ccc(NC(=O)CSc2nc3nccnc3c(=O)n2CCc2c[nH]c3ccccc23)cc1	5%	-2%	.	5%	-2%	-5%	-0.3	0%	-15%
NS(=O)(=O)c1ccc(NS(=O)(=O)/C=C/c2ccccc2)cc1	6%	4%	-4%	-6%	-4%	12%	0.2	7%	30%[activator]
O=C(O)C1CCCN1c1ncccn1 (stereo not given)	-10%	-7%	-4%	-4%	3%	-25%	0.5	0%	7%
COc1ccc(S(=O)(=O)Nc2cccc(C)c2C)c2cccnc12	-1%	2%	46%[activator]	-1%	-4%	28%	-1.1	13%&-8%	-6%
COc1cccc(CC2(CO)CCCN(Cc3sc(N4CCCC4)nc3Cl)C2)c1 (stereo not given)	-9%	-16%	8%	-16%	-3%	10%	0.0	-2%	64%[activator]
CC(Oc1ccc(F)cc1)C(=O)Nc1cc(S(=O)(=O)N2CCOCC2)ccc1N1CCCC1 (stereo not given)	-7%	1%	-13%	-5%	-2%	56%	-1.5	.	19%
Cc1ccc(-n2c(SCC(=O)N3CCC(C(=O)O)CC3)nc3ccccc3c2=O)cc1C	-4%	11%	-6%	4%	1%	-1%	-1.3	-8%	-16%
CCOc1ccccc1NC(=O)CSc1nc2[nH]ncc2c(=O)[nH]1	4%	12%	7%	.	.	.	-0.1	-14%	27%
C/C(=N\Nc1ccc(Cl)cc1)c1ccncc1	0%	6%	15%	-4%	-8%	-9%	0.1	?	173%[activator]
CCOC(=O)c1cnn(-c2ccccc2)c1-n1cccc1	-5%	-7%	1%	-15%	1%	5%	-0.8	0%	9%
COc1cccc(CNCCSc2nnnn2C)c1OC	7%	4%	1%	-7%	0%	12%	0.3	-14%	-7%
Cc1cc(C)n2nc(C(=O)OCC(=O)c3cc(C)n(CC4CCCO4)c3C)nc2n1 (stereo not given)	8%	15%	-4%	-13%	-5%	-37%	0.1	i	63%[activator]
COc1ccc(N(CC(=O)Nc2ccc(S(=O)(=O)N3CCOCC3)cc2)S(=O)(=O)c2ccccc2)cc1	-10%	2%	-10%	-1%	-7%	15%	1.1	-23%	-17%
O=C(COC(=O)Cc1ccsc1)Nc1ccc(F)cc1Cl	10%	-2%	-14%	.	.	.	-1.1	250%[activator]	19%
COc1cc2c(cc1OC)n(CC(=O)c1ccc(C)cc1)c(=O)n1nc(CCn3nc(C)cc3C)nc21	-1%[60.1 µM]	4%	.	0%	-3%	-2%	0.2	-5%	-13%
S=C(Nc1ccc(Cl)cc1)NC1CCCCC1	-10%	-20%	-2%	3%	-4%	15%	1.0	1%	38%[activator]
CC(C)(C)N(Cc1ccccc1)C(=O)COC(=O)Cn1cnc2ccccc2c1=O	-4%	-6%	0%	-8%	-3%	0%	0.1	-8%	19%
COc1cc(N(C(=O)Cc2cccs2)C(C(=O)NC2CCCCC2)c2cccc(OC)c2OC)ccc1-n1cnnn1 (stereo not given)	-6%	2%	-3%	-7%	-4%	0%	-1.0	-15%	6%
CCc1ccc(NC(=O)C(=O)NCCc2csc(-c3ccc(C(F)(F)F)cc3)n2)cc1	-6%[60.1 µM]	7%	.	?	-5%	4%	0.3	-12%	-1%
O=C1[C@@H]2Cc3c([nH]c4ccccc34)[C@@H](c3ccccc3)N2C(=O)[C@@H]2Cc3c([nH]c4ccccc34)[C@@H](c3ccccc3)N12	.	.	2%	8%	-3%	6%	-1.3	.	.
CN(C(=O)c1ccc(NC(=O)Cc2cccc(NC(=O)C3CCCN(C(=O)C4CCC4)C3)c2)cc1)C1CC1 (stereo not given)	-7%	-3%	.	.	.	.	.	?	?
Cc1ccc(S(=O)(=O)N2CCN(c3ncnc4c3cnn4-c3ccccc3)CC2)cc1	-9%	1%	24%	-7%	-3%	16%	0.3	29%	0%
COc1ccc(CCNC(=O)c2cnn3ccccc23)c(OC)c1OC	-12%	2%	3%	2%	-2%	0%	0.0	8%	2%
c1ccc(-c2cc(-c3nnc4n3N=C(c3ccc5ccccc5c3)CS4)[nH]n2)cc1	-16%	0%	13%	-3%	-8%	3%	1.3	7%	-16%[58.9 µM]
CCOc1ccccc1C(=O)NCC(=O)O	12%	-2%	-3%	-1%	1%	0%	0.5	3%	35%[activator]
O=C(O)Cn1cc(C(=O)c2ccco2)c2ccccc21	2%	-3%	-1%	6%	0%	1%	-0.5	-4%	16%
